# Source: PubChem
# Wnt act – Wnt/beta-catenin pathway activation | Wnt/beta-catenin reporter cell assay, activator, plate reader | activation, % at 9.35 µM | hit rate 1.2% among 300,000; in the data active = activation above about 30%, passing the limit was not always enough; inconclusive = no clear call, values can overlap the other calls;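 note: 0% = neutral control wells and 100% = positive control wells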
# dFosB activator – activators of mouse delta FosB homodimer; purified delta FosB, TAMRA-CDK5 oligo fluorescence polarization; percent of positive-control signal above neutral wells; activation, % at 25 µM; hit rate 0.99% among 340,000; AID 493131;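 active = mean activation above about 17%, with every replicate also reaching it, limit read from the data, passing the limit was not always enough; inconclusive = only one of the two conditions met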;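 note: fluorescence polarization rise as delta FosB binds a TAMRA Cdk5 AP-1 oligo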
# Target sequence (P13346 whole entry, looked up): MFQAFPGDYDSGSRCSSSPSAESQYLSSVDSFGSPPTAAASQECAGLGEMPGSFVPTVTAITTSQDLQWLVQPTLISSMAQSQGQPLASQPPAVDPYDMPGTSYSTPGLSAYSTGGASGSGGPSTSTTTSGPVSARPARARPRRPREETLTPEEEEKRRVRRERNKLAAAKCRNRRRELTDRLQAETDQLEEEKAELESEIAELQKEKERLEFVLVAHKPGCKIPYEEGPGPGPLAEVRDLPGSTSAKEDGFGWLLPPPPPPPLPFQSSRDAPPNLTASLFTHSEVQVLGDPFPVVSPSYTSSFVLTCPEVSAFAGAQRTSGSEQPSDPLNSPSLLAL
# Tat transport – inhibitors of E. coli Tat protein transport | E. coli MC4100 TorA-mCherry Tat export, fluorescence | inhibition, % at 10 µM | hit rate 0.036% among 340,000;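 active = mean replicate inhibition at least 50% and at least half of replicates individually reaching 50%; inconclusive = only one of the two criteria met; inactive = neither criterion met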;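 note: exported cargo escapes ClpAP degradation while cytoplasmic cargo is degraded and loses fluorescence; 0% = median of neutral control wells and 100% = median of NaSCN control wells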
# cardiac RTF act – increases calcium sensitivity of human cardiac regulated thin filaments. IANBD-labeled TnC RTF fluorescence at EC20 calcium; 0% EC20 calcium, 100% full calcium. activation, % at 7.2 µM. hit rate 0.24% among 340,000;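 active = activation above the mean over all tested compounds plus 3 SD, cut at about 30% in these data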;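 note: rise in fluorescence read as greater calcium sensitivity of cardiac thin filaments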
# CAL PDZ FP-1 – blocks peptide binding to human CAL PDZ domain; hit rate 0.02% among 330,000; purified CAL PDZ, TMR-peptide fluorescence polarization, 1 h; inhibition, % at 20 µM; AID 504414; Q9HD26;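 active = highest replicate inhibition of at least 40%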;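 note: plate controls were DMSO neutral control wells for no effect and unlabeled competitor peptide control wells for full effect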
#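 Material – purified CerCALP PDZ construct · Detection – FP readout, S and P plane fluorescence · Measure – percent inhibition from loss of millipolarization · Controls – unlabelled peptide for full inhibition, DMSO wells as neutral · Probe or stimulus – TMR-labelled reporter peptide T*-PRC34 bound in PDZ groove · Times – 1 h at RT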
# Rtt109 Vps75 – inhibitors of Candida albicans Rtt109/Vps75 histone acetyltransferase; purified Rtt109/Vps75, ThioGlo CoA-SH fluorescence, 4 h; hit rate 0.16% among 330,000; inhibition, % at 34.9 µM; Q5AAJ8; AID 540336;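 active = inhibition of at least 50% in every replicate; inconclusive = best replicate reaches 50% inhibition but some replicates fall short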
# V-ATPase pH – regulators of yeast V-ATPase proton transport; S. cerevisiae, pHLuorin cytosolic pH fluorescence; response, % at 10 µM; hit rate 0.37% among 350,000; in the data active = response mostly above about 7.3%, no sharp cut-off; inactive = mostly below about 5.4%; note: actives read high; inactives centre near 0; some compounds called inactive have numbers as strong as hits
# MITF TRPM1 HTS – increases MITF-driven TRPM1 promoter luciferase signal | SK-MEL-5 TRPM1-promoter luciferase, 24 h; % of positive control, neutral wells = 0 | activation, % at 12.5 µM | hit rate 0.75% among 300,000 | AID 588334;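 active = mean activation of at least 80% with every replicate also reaching 80%; inconclusive = mean reaches 80% but some replicate falls short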;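 note: 0% = neutral control wells and 100% = parthenolide positive control wells; values of inactives mirror those of a sister screen read the other way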
# CDK5 p35 inh – inhibitors of human CDK5/p35 kinase; hit rate 0.01% among 330,000; Recombinant CDK5/p35, ADP-Glo luminescence, 60 min; inhibition, % at 10 µM; Q00535+Q15078; AID 488839;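 active = highest replicate inhibition of at least 50% and at least 75% of replicates reaching 50%; inconclusive = only one of the two criteria met; inactive = both criteria failed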;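 note: plate controls were DMSO neutral control for no effect and GW8510 at 10 µM for full effect; many of its hits are not listed in these tables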
# Target sequence (Q00535 whole entry, looked up): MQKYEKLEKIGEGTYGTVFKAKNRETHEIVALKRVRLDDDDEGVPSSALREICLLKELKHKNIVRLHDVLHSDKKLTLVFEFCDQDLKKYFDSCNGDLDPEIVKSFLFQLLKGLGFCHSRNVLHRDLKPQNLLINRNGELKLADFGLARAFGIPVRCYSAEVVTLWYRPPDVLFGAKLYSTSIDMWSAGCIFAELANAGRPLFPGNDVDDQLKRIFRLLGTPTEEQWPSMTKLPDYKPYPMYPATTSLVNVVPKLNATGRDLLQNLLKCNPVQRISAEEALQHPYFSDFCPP
# Target sequence (Q15078 whole entry, looked up): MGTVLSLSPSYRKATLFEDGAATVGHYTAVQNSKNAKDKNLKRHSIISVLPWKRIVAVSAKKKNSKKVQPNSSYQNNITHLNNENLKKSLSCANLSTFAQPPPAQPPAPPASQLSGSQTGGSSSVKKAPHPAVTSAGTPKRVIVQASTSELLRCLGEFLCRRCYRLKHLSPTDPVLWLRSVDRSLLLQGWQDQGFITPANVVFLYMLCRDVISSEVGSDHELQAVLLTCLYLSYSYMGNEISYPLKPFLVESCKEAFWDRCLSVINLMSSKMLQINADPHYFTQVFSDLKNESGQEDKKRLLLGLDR
# CAL PDZ FP-2 – CAL PDZ (human) peptide binding inhibition; purified CAL PDZ, TMR-peptide fluorescence polarization, 1 h; AID 602252; Q9HD26; hit rate 0.92% among 300,000; inhibition, % at 24.9 µM;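 active = mean inhibition of at least 30% with at least half of replicates also reaching 30%; inconclusive = no clear call, values can overlap the other calls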;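 note: 0% = DMSO neutral control and 100% = excess unlabeled competitor peptide PRC23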
# Starred values were filed as active, the others as inactive; ? = inconclusive; · = not tested or not shown.
structure	Wnt act	dFosB activator	Tat transport	cardiac RTF act	CAL PDZ FP-1	Rtt109 Vps75	V-ATPase pH	MITF TRPM1 HTS	CDK5 p35 inh	CAL PDZ FP-2
COc1ccccc1NC(=O)N1CCCC(C(=O)Nc2cccc(C)c2C)C1 (configuration not stated)	-7	-5	7	1	-2.4	-7	-1	·	-2.0	-4
On1c(-c2ccc(Cl)cc2)nc2ccccc21	8	5	16	·	-1.0	-12	0	39	1.8	0
COC(=O)CNc1cc(S(=O)(=O)N2CCCCC2)ccc1Oc1ccc(C(=O)OC)cc1	0	-10	8	-2	-2.2	-3	-1	9	-1.6	-5
COc1ccccc1C(CC(=O)c1ccccc1)CC(=O)c1ccccc1	0	-6	0	-2	-0.8	9	3	-13	-1.7	-2
O=C(NCc1cccs1)C1CCN(S(=O)(=O)c2cccc3nsnc23)CC1	·	?	5	0	·	-3	0	7	0.7	-1
CC(C)N(Cc1ccccc1)C(=O)COC(=O)c1cnccn1	3	-11	2	0	-1.2	-4	9	-15	0.6	-2
O=C(CS(=O)(=O)c1ccccc1)Nc1nnc(C(F)(F)F)s1	1	2	6	4	0.1	9	4	12	-1.7	-7
Cc1ccc2cc(C(c3nnnn3C3CCCC3)N3CCN(c4ccc(F)cc4)CC3)c(=O)[nH]c2c1 (configuration not stated)	·	-9	-3	2	0.7	2	-1	-1	-0.9	·
CC(=O)NC(C)c1ccc(C(=O)CSc2nnc(C3CC3)n2C2CC2)cc1 (configuration not stated)	0	1	1	-2	-1.3	5	-2	-1	0.7	-3
Brc1cccc(OCCSc2ncccn2)c1	4	4	5	·	-0.9	1	-1	46	-0.6	5
CC(C)c1cc(C(=O)N/N=C/c2c[nH]c3ccccc23)n[nH]1	8	-9	-4	2	-1.0	-3	-5	-2	4.1	0
COC(=O)Cc1ccc2oc(-c3cccnc3)nc2c1	8	-8	1	8	0.8	-7	3	44	1.1	-2
CCCNC(=O)c1cc(-c2ccc3c(c2)OCO3)on1	33*	-3	-9	0	-2.7	0	-3	53	-5.2	-4
N#Cc1nc(-c2ccco2)oc1NCc1ccco1	-2	4	-5	-2	-0.2	1	-4	2	0.9	2
CN(C(=O)C1CCC1C(=O)O)c1nc(-c2ccc(Cl)s2)cs1 (configuration not stated)	9	-1	9	16	-0.1	5	7	2	-3.4	-4
O=C(c1ccccc1F)N1CCN(c2ccc([N+](=O)[O-])c(NCC3CCCO3)c2)CC1 (configuration not stated)	-4	-2	1	0	-2.3	6	-2	-4	0.2	-4
OCCC#Cc1ccc(CN2CCN(CCc3ccccc3)C(CCO)C2)cc1 (configuration not stated)	-1	-13	-2	-2	·	-5	1	-3	-0.2	-2
Cn1c(SCc2ccc(Br)cc2)nnc1-c1cccs1	6	-1	0	-1	-1.1	15	-4	20	0.7	·
COc1ccc2[nH]c(=O)c(C(c3nnnn3C3CCCC3)N(C)C3CCCCC3)cc2c1 (configuration not stated)	-1	-6	-13	3	-1.2	-2	-2	-3	-0.1	-12
CS(=O)(=O)N(CC(=O)N1CCC(C(N)=O)CC1)c1ccc(Oc2ccccc2)cc1	-1	-2	-10	3	-0.6	1	1	-13	1.6	-2
Cc1cnccc1CN(C)Cc1cn(C)nc1-c1ccc(Oc2ccccc2)cc1	-2	-11	0	0	-0.4	13	-1	0	-1.1	-1
O=C(CCOc1ccccc1)NNC(=O)c1ccccc1	-2	1	4	-1	-0.6	2	-3	4	0.4	-1
COCCn1c(SCC(=O)NCC2CCCO2)nc2c(c1=O)SC(C)C2 (configuration not stated)	26	4	-12	0	-0.4	-6	-5	6	0.4	-6
CCCNC(=O)c1ccc(Cl)c(Cl)c1	-6	-3	-3	8	-2.0	-2	1	·	-1.8	-2
C=CCn1c(O)c(C(CC)=NCc2cccnc2)c(=O)[nH]c1=O	0	-2	-1	-1	-1.1	21	-107	·	0.1	2
CCOc1ccccc1NC(=O)Cn1nc(-c2ccco2)ccc1=O	1	-10	-14	-1	-2.6	10	0	·	0.8	-4
Cc1ccccc1OCCC(=O)Nc1ccc(F)c(Cl)c1	-1	-5	2	-1	-0.3	7	-2	9	2.8	1
CCOc1cc(C(=O)OC(C(=O)NC(=O)NC)c2ccccc2)ccc1OCC(=O)N1CCOCC1 (configuration not stated)	-1	-10	8	-7	-1.5	-2	8	-3	-0.3	-4
COc1cccc(/C=N/Nc2ncccc2[N+](=O)[O-])c1OC	9	-6	-2	8	-0.3	-74	10	·	1.1	·
Cn1c(SCC(=O)N2CC(=O)Nc3ccccc32)nnc1C(F)(F)F	-3	0	-2	9	-0.8	-3	4	1	-1.1	3
COc1ccc(CNC(=O)c2cc3cccc(O)c3oc2=N)cc1	0	-6	15	3	-0.9	-6	0	1	0.2	-16
O=C(NN=C1C2CC3CC(C2)CC1C3)c1ccccc1O	3	-7	-1	4	0.2	-5	-2	5	-0.5	0
CCc1ccc(NC(=O)CCc2nc3ccccc3[nH]2)cc1	5	4	-2	6	1.3	11	7	-5	0.5	-5
Cc1ccc(/C=C/C(=O)Nc2cccc(S(=O)(=O)N3CCOCC3)c2)o1	-2	-5	2	-4	-2.2	0	2	10	1.7	-2
CC(=O)Nc1ccc(SCC(=O)N(CCC#N)c2cc(C)cc(C)c2)cc1	-1	1	-13	4	0.1	3	0	·	0.5	-1
COc1ccc(CN2CCNC(=O)C2CC(=O)NC2CCCC2)c(C)c1C (configuration not stated)	1	-9	5	-4	-0.4	6	-1	2	-3.3	-1
FC(F)(F)c1cnc(N2CCC(=NOCc3ccc(Cl)cc3)CC2)c(Cl)c1	-3	0	-2	-3	0.2	0	-3	8	1.4	-5
Cc1nc(S(=O)(=O)c2ccc(Cl)cc2)c(NCc2ccccc2)o1	-6	-2	-5	8	-2.2	6	-6	1	1.4	-9
CN(C(=O)CSC1=Nc2ccccc2C2=NC(c3ccccc3)C(=O)N12)C1CCCCC1 (configuration not stated)	-4	-12	2	-3	-1.4	21	-1	-11	0.4	-4
CCCN1CCCC[C@H]1C(=O)Nc1c(C)cccc1C	8	5	-7	4	0.6	11	0	3	-0.2	-2
Cc1cccc(N2CC(C(=O)O)CC2=O)c1C (configuration not stated)	0	6	-2	-3	-0.6	-9	-3	14	0.5	-3
O=C(Nc1ccccc1)C1=C[C@H](C2CCCCC2)C[C@H](OCCCCO)O1	9	-7	1	-3	0.5	-3	-2	64	0.2	-3
CCOC(=O)Cn1c(-c2cccnc2)nc(-c2ccccc2)c1-c1ccccc1	-1	-19	3	-7	-0.9	3	-2	-3	-0.1	-10
Cc1cccc(N2Cc3ccc(Br)cc3C2)c1	-1	-8	1	-9	-1.8	-2	4	71	0.4	-2
O=C(COC(=O)c1ccc(F)cc1)NCc1ccc(F)cc1	23	-8	6	-3	-0.7	0	-3	0	0.0	-2
COc1ccc(N2CCN(C(=O)C34CCC(C)(C(=O)C3)C4(C)C)CC2)cc1 (configuration not stated)	-2	0	2	7	-0.6	13	-3	2	0.5	-2
Cc1ccc(CCC(=O)Nc2ccccc2C(=O)O)o1	0	3	-4	-4	-1.4	-30	2	26	-0.7	1
CCOC(=O)Cc1csc(NC(=O)CSc2nnc(-c3ccc(NS(=O)(=O)CC)cc3)o2)n1	·	-5	-2	9	-3.1	-3	-2	8	-2.0	·
CCc1cc(C(=O)N(CCCOC)c2c(N)n(Cc3ccccc3)c(=O)[nH]c2=O)sc1C	-1	-3	-4	-9	-2.7	2	-4	1	-0.6	-2
Cc1c(C(=O)Nc2ccc(-c3nnc4n3CCCCC4)cc2)oc2ccc(Br)cc12	·	3	-5	-9	-3.6	2	-3	7	1.6	4
O=S(=O)(NCCCO)c1ccc2c(c1)Cc1cc(S(=O)(=O)NCCCO)ccc1-2	·	4	0	5	·	-3	0	0	0.0	-6
CC(=O)Nc1nnc(COc2ccc(Cl)cc2)s1	-1	8	1	-1	-1.5	-4	3	100*	0.2	3
O=S(=O)(c1ccc(F)cc1)N1CCN(S(=O)(=O)c2cc(F)ccc2F)CC1	0	9	-4	6	1.0	3	1	2	-0.5	·
CCOc1ccc(Br)cc1S(=O)(=O)NC(=O)c1ccccc1	-1	-5	3	2	13	6	-1	2	0.2	-2
CCOc1ccc(CCNC(=O)COC(=O)COc2ccc(C(=O)CC)cc2)cc1OCC	-21	-12	9	-3	-1.3	-8	6	6	2.1	·
CCOC(=O)c1oc2nc(CC(C)C)c3c(c2c1N)CCCC3	0	-9	9	5	-0.7	-6	4	·	-2.4	·
Cc1ccc(NC(=O)c2ccc(OC(=O)CCN3C(=O)c4ccccc4C3=O)cc2)cc1	46*	35*	-5	0	-0.6	1	9	49	-2.1	-5
CCN(CC(=O)Nc1c(F)cccc1F)C(=O)CCCc1cccs1	0	0	-7	-1	-0.4	1	0	-8	-0.1	-6
O=C(COc1ccc(Cl)cc1Br)OCC(=O)c1ccc[nH]1	6	-4	-4	0	-4.8	21	2	-11	0.3	1
O=C(COc1ccccc1-c1ccccc1)N/N=C/c1cccc2ccccc12	·	-7	18	0	-2.2	6	2	-54	-1.5	1

# Continued:
structure	Wnt act	dFosB activator	Tat transport	cardiac RTF act	CAL PDZ FP-1	Rtt109 Vps75	V-ATPase pH	MITF TRPM1 HTS	CDK5 p35 inh	CAL PDZ FP-2
O=C(CCn1nnc2ccccc21)N1CCC(O)(c2cccc(F)c2)CC1	-2	2	-4	2	-1.7	31	-1	·	-0.5	5
CCN1CCN(c2ccc(S(=O)(=O)N3CCCCC3)cc2NC(=O)CCNC(C)=O)CC1	8	-6	-6	-2	-2.3	-9	4	8	0.8	3
CN(Cc1ccccc1)S(=O)(=O)c1ccc(Cl)c(C(=O)NCc2ccncc2)c1	1	-11	-10	6	-1.9	-3	10	-11	-0.5	-1
CCN(CC)C(=O)c1ccc(COc2ccccc2Br)o1	·	0	1	3	-2.3	4	-5	25	-1.2	-2
COc1ccc(NS(=O)(=O)c2ccc(N3CCOCC3)c(NC(=O)c3ccccc3Cl)c2)cc1	-1	-4	3	-2	-1.3	9	1	7	-0.2	0
Cc1cc(NC(=O)COC(=O)C2CC(=O)N(c3ccc(C)c(Cl)c3)C2)no1 (configuration not stated)	-1	-9	5	3	-2.1	-32	-72	-8	0.5	-4
COc1cc(-c2cc(C(=O)N3CCN(c4ccccn4)CC3)c3ccccc3n2)cc(OC)c1OC	·	-4	10	-1	-0.3	-58	0	-13	-2.7	7
COc1ccc(/C=c2\sc3nc(-c4ccccc4)c(-c4ccccc4)n3c2=O)cc1OC	·	-7	2	-3	-0.6	-1	2	-1	-2.3	8
CCC(=O)Nc1sc(C(=O)Nc2ccccc2OC)c(C)c1C(=O)OC	7	2	0	0	-2.5	-1	0	4	0.3	-7
N#CCC(=O)Nc1ccc(C(=O)OCC(=O)NNC(=O)c2ccc(Cl)cc2)cc1	1	-6	9	-2	-3.4	2	-5	2	-0.2	-6
